Source: PubChem BioAssay
ALOX12 inh: inhibitors of human 12S-lipoxygenase ALOX12. P18054. purified 12hLO, xylenol orange hydroperoxide absorbance. Potency, µM (doses to about 108 µM), inactives show top-dose activity change, negative = inhibition, usual class: inhibitors. actives 1.1% (n = 580,000). AID 1671190; active = well fitted inhibition curve with a large enough effect; inconclusive = small, poorly fitted or top-dose-only effect, or another doubt; inactive = no such curve, though single readings can be large or run the other way
Target sequence (P18054 whole entry, looked up): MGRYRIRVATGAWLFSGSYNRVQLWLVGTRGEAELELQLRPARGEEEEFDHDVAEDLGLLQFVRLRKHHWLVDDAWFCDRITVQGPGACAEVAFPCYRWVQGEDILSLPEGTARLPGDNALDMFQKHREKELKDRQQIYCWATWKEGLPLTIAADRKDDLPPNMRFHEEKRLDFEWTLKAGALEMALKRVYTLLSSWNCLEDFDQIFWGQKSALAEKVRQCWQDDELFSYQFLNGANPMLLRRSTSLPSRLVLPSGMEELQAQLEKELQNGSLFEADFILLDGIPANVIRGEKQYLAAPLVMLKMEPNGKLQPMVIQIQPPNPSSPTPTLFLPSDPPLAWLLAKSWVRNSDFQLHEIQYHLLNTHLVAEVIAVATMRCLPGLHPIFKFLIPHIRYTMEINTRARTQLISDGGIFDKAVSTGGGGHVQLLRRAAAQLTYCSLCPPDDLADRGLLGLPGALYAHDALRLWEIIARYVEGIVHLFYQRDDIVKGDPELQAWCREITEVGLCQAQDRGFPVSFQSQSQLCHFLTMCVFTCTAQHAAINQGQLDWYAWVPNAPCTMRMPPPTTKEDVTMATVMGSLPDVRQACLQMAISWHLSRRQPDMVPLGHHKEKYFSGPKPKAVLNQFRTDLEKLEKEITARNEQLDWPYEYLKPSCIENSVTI
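Purified human 12hLO (150 nM final) in 25 mM Hepes, 0.01% Triton X-100, pH 7.0 was preincubated 15 min at room temperature with compound. Then 40 uM arachidonic acid was added, 30 min. Hydroperoxide was read by Fe-XO absorbance ratio 573/405 nm.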
An asterisk follows results filed as active; u = inconclusive; [ ] = another dose, or the depositor's remark. % is scaled to controls: 0 for no effect and ±100 for the full control effect; potency is read from the fitted curve at half-maximal effect. These rows are one share of the data; the hit share may differ from the screen's.

SMILES | ALOX12 inh
CNC(=O)c1ccc(S(=O)(=O)Nc2ccccc2)cc1 | 8%
CC(C)[C@H](O)C(=O)N[C@@H](C)C(=O)N[C@@H]1C(=O)N(C)CCc2ccccc21 | u
CS(=O)(=O)N(C1CC1)C1CCOC2(CCN(C(=O)COc3ccccc3)CC2)C1 (stereo not drawn) | 8%
NNC(=O)C(O)(c1ccccc1)c1ccccc1 | -2%
Cc1noc(C)c1C(=O)N1CCC2(CC1)CN(c1ncccn1)C2 | 3%[57.4 µM]
OCC1COC(c2ccccc2)=N1 (stereo not drawn) | -12%
COc1ccc(CC(=O)N2CCCN(c3cc(-c4ccccc4)[nH]n3)CC2)cc1 | 58%[activator]
Cc1ccc(C(=O)N[C@H]2C[C@@H](c3nc(-c4ccc(C)cc4)no3)N(C)C2)cc1 | u
Cc1cc(SCC(=O)NN2C(=O)NC3(CCC(C)CC3)C2=O)nc2c(C)cccc12 (stereo not drawn) | -9%
O=C(Nc1ccccc1)C1Sc2nnc(-c3ccccc3)n2NC12CCCCC2 (stereo not drawn) | 66%[activator]
CCN1C(=O)c2ccccc2C1Nc1ccc(OCCN2CCCCC2)cc1 (stereo not drawn) | -9%[22.9 µM]
Nc1ccccc1C(=O)NCc1ccncc1 | 4%
COc1ccccc1SC(C)C(=O)NC(C)(C)C (stereo not drawn) | u
CCC(C)C(=O)N1CCCCC1CC (stereo not drawn) | -1%
Cc1cn2nc(C(=O)N3CCC(NC(=O)COc4ccccc4)CC3)cc2c(=O)[nH]1 | 22%
Cc1nonc1OCCNC(=O)c1ccc2nc(Cc3ccccc3F)oc2c1 | -31%
Cc1ccc(CNC(=O)N2CCc3nnc(C4CC4)n3CC2)cc1 | -5%
CC1(C(=O)NCC2CCCO2)COCc2cnc(Nc3ccccc3)nc21 (stereo not drawn) | 6%[176 µM]
COc1cccc(C(=O)N2CCC3(CC2)N(C2CCCC2)C(=O)CS3=O)c1 (stereo not drawn) | 17%
Cc1cc2c(SCC(=O)N3CC[C@@](C)(O)[C@@H](O)C3)ncnc2s1 | -4%

Other structures
SMILES | ALOX12 inh
COc1cc(=O)n2c(c1C(=O)NC(C)c1ccco1)CCN(C(=O)c1ccc(F)cc1Cl)CC2 (stereo not drawn) | 14%
COCc1ccc2c(c1)c(OC(C)(C)C(=O)NC1CCOCC1)nn2Cc1ccccc1 | 52%[activator][176 µM]
COCCn1c(C)cc(C(=O)C(=O)Nc2nnc(CSCc3cccc(C)c3)s2)c1C | 3%
COc1ccc(C2Cn3cnc(-c4nc(-c5cccs5)no4)c3CO2)cc1 (stereo not drawn) | 30%
COc1cccc(-c2nnc3sc(NC(=O)C(C)C)nn23)c1 | 5%
COc1cc(CN2CCN(Cc3cnc(C)s3)CC2CCO)cc(OC)c1 (stereo not drawn) | 30%
COc1ccc(C)cc1C(C)NC(=O)c1cc(=O)[nH]c2ccccc12 (stereo not drawn) | u
CCOC(=O)C(=O)Nc1c(C(=O)Nc2ccc(OC)cc2)oc2ccccc12 | -31%
CC(C)Cn1c(COc2ccc(C(C)(C)C)cc2)n[nH]c1=S | u
O=C(NC[C@H]1COCc2nc3cc(F)ccc3n21)c1ccccc1 | 1%[176 µM]
O=C(Nc1ccc([C@@H](O)[C@H]2COCC(=O)N2Cc2ccc(F)cc2)cc1)c1cnccn1 | 12%
CC(C)(C)CN1CCNc2cc(Nc3cccnc3)ncc2C1 | -10%[176 µM]
COc1ccc2cc(S(=O)(=O)c3cccc(Cl)c3)c(=O)oc2c1 | -2%
CC(C)CC(NC(=O)COc1ccc(Oc2ccccc2)cc1)C(=O)O (stereo not drawn) | -17%
Cc1ccc(C(=O)COC(=O)c2cc3ccccc3[nH]2)c(C)c1 | -9%
CCNC(=O)N[C@H]1[C@H](O)[C@H](O)C[C@@H]1c1ccncc1 | -17%[176 µM]
CC(C)C(=O)Nc1ccc(C=C2C=Cc3ccccc32)cc1 | u
CCCN(CCC)CCNC(=O)COCc1cc(-c2cccs2)on1 | 2%
CC(=O)N1CCC2(CC1)CN(Cc1ccncc1)Cc1ccccc1O2 | 8%[6.33 µM]
Cc1oc2cc(OS(C)(=O)=O)ccc2c(=O)c1-c1ccc(Br)cc1 | u

(continued)
SMILES | ALOX12 inh
O=C(NC1CC1)C1COC2(CCN(C(=O)c3ccc(Cl)cc3)CC2)N1C(=O)c1cccc(F)c1 (stereo not drawn) | -4%
COc1ccc(NC(=O)c2nnn3cc(C)[nH]c(=O)c23)cc1OC | 50%[activator]
CN(C)C(=O)N1CCC(C(=O)N2CCOC(Cc3cccc4ccccc34)C2)CC1 (stereo not drawn) | 34%[activator]
COc1ccc(/C=C(/C#N)C(=O)c2c(Cl)cccc2Cl)cc1 | 6.3µM*
COc1ccc([C@H]2C[C@@H](O)[C@@H](O)[C@@H]2NC(=O)c2ccc3c(c2)OCCO3)cc1 | 1%[176 µM]
CN(CC1CCOCC1)S(=O)(=O)c1ccc(Cl)cc1 | -2%
CC(C)n1c(C2CCN(C(=O)Cc3cccc(F)c3)CC2)nn(C)c1=O | 32%[activator]
CCOc1ccccc1C(=O)N1CCC(N2CC3CC(C2)[C@H]2CCCC(=O)N2C3)CC1 (stereo partly drawn) | 26%
COc1ccc(Cl)cc1-c1ncc2c(n1)OCCN(c1ccccc1)C2=O | 1%[176 µM]
COc1cccc(-c2nc(NC3CCNCC3)c3ccccc3n2)c1 | u
O=C(NCCc1ccccc1)c1cnc2c(c1)N(C(=O)Cc1cccc(C(F)(F)F)c1)CCC2 | 6%
Cc1ccc(-c2nnc(C3CN(C(=O)c4cccnc4C)CC34CCOCC4)o2)cc1 (stereo not drawn) | 19%
Cc1noc(C)c1[S+](=O)([O-])N1CCC2(C1)C(=NC1CCCC1)NC(=O)N2c1cccnc1 (stereo not drawn) | 41%[activator]
COc1ccc(OC)c(C(=O)CC2(O)C(=O)N(C)c3ccc(Br)cc32)c1 (stereo not drawn) | -7%
CCc1nc(C)c(C(=O)N[C@H]2[C@@H]3CCO[C@@H]3[C@@H]2C2CCCC2)o1 | 31%[activator]
C[S+](=O)([O-])N1CCN(c2nc3ncccc3o2)CC1 | 18%[176 µM]
CC(NC(=O)c1ccc(Cl)o1)c1ccc(S(N)(=O)=O)cc1 (stereo not drawn) | 9%
COc1ccc(CC(=O)N[C@H]2[C@H](O)[C@H](O)C[C@@H]2c2ccc(OC)cc2)cc1 | 45%[activator][176 µM]
O=C(O)CCC(CNS(=O)(=O)c1ccc(Cl)s1)C(F)(F)F (stereo not drawn) | -28%
Cc1ncc2c(c1CNC(=O)c1ccccc1F)CCN(C(=O)Cc1ccc3c(c1)OCO3)C2 | 8%

Additional results:
SMILES | ALOX12 inh
O=C(Nc1cc(=O)[nH]c2nc(C(F)(F)F)nn12)c1ccccc1Cl | u
Cc1cc2c(cc1C)-n1nnnc1C(N1CCCNCC1)C(=O)N2 (stereo not drawn) | 4%
Oc1ccc(Cc2ccccc2)cc1 | 10%
Cn1c(Cn2ccnc2)nnc1C1CC(NC(=O)c2ccsc2)C1 (stereo not drawn) | 47%[activator]
CCCOc1ccc2c(c1)sc1ncc(NC(=O)c3ccc(OC)c(OC)c3)c(=O)n12 | 0%
O=C(C[C@@H]1C[C@H]2O[C@H](CNC(=O)N3CCOCC3)[C@@H](O)[C@H]2O1)N1CCOCC1 | 26%[176 µM]
O=C(Cn1nc2c(cc1=O)CCCC2)NCCc1nc(-c2ccccc2)cs1 | 25%
COc1ccc(NC(=O)O[C@@H]2CO[C@H]3[C@@H]2OC[C@@H]3NC(=O)C2CCCCC2)cc1 | 8%[176 µM]
COCCNC(=O)[C@@H]1C[C@H](Oc2ccccc2)CN1C(=O)C(C)C | 43%[activator]
N#C/C(=C/C=C/c1ccccc1)C(=O)Nc1ccccc1Oc1ccccc1 | 1%
COc1ccc(-c2ccc(Cn3ccnc3)cn2)c2ccc(C)nc12 | 28%
Cc1ccc(C2(C(=O)N3CCC4(CC3)CNC(C(=O)O)C4)CC2)cc1 (stereo not drawn) | 14%
O=C(CCSc1nc2ccccc2s1)NCc1cc(F)cc(F)c1 | u
CCOc1ccccc1CNC(=O)[C@@H]1CN(S(C)(=O)=O)C[C@H]1c1ccncc1 | 18%
CN(C)C(=O)COC(=O)c1csc(NCc2ccccc2)n1 | u
O=C1[C@H]2C[C@@]3(n4ccc5ccccc54)c4ccccc4N(S(=O)(=O)c4ccccc4)[C@H]3N2C(=O)CN1Cc1ccccc1 | 15%
CCn1nc(C)c(-c2cc(C(=O)N3CCCCCCNC(=O)[C@@H]4CCCC[C@@H]43)no2)c1C | -3%
COc1ccccc1-c1[nH]nc2ncc(C(=O)N3CCNC(=O)C3)nc12 | u
CCC(C)Nc1ccc2c(cc1=O)[C@@H](NC(C)=O)CCc1cc(OC)c(OC)c(OC)c1-2 (stereo partly drawn) | u
CCCn1cnnc1CNC(=O)CC1C(=O)NCCN1Cc1ccoc1 (stereo not drawn) | 96%

The list continues:
SMILES | ALOX12 inh
Cc1nn(CC(=O)NCc2cccs2)c(=O)c2nc(C(C)C)sc12 | 12%
Cc1nnc2n1CCC(NC(=O)CCCc1c[nH]c3ccccc13)CC2 (stereo not drawn) | 78%[activator]
Cc1cccc(C)c1NC(=O)CN1CCN(Cc2nc3ccccc3o2)CC1 | 25%
CCCn1cc(SCC(=O)Nc2cccc(C)c2)c2ccccc21 | u
O=C(NCc1nnc2ccc(-c3ccccc3)nn12)c1cccc(Cl)c1 | 17%
CNC(=O)NC(=O)C(C)N(C)CCCCc1ccccc1 (stereo not drawn) | 4%
Cc1ccc2c(c1)-n1c(nc3ccc(Cl)cc3c1=O)C(CC(C)C)NC2=O (stereo not drawn) | 0%
CC(=O)c1ccc(NC(=O)O[C@@H]2CO[C@H]3[C@@H]2OC[C@@H]3NC(=O)c2ccccc2)cc1 | 7%[176 µM]
COc1cc(OC)c2cc(-c3ccncc3)cnc2c1 | u
C/C(=C\c1ccccc1)C1Nc2ccc3ccccc3c2C2=C1C(=O)CC(C)(C)C2 (stereo not drawn) | -18%
C=CCNC(=O)N[C@H]1CO[C@H]2[C@@H]1OC[C@@H]2Nc1nccc(-c2ccccc2OC)n1 | -4%[176 µM]
CCCCCn1nc(C(=O)N(CC)Cc2nc3ccccc3c(=O)[nH]2)c2ccccc2c1=O | u
Cn1cccc1C(=O)N1CCC2(CCCN(Cc3ccncc3)C2)CC1 | -9%[57.4 µM]
COc1ccc(C(=O)N2CCOCCNC(=O)CC2)c(OC)n1 | 39%[activator]
CC(=O)Nc1ccc(S(=O)(=O)Nc2nc3ccccc3nc2Nc2cccc3ccccc23)cc1 | -7%
c1ccc(Cc2nnc3n2CCN(Cc2cnc(-c4ccccc4)s2)CC3)cc1 | -2%
COc1ccc(-c2nc3c(c(=O)[nH]2)CCN(C(=O)c2ccccc2OC(F)(F)F)C3)cc1 | -2%
O=C(c1ccc(Cn2cccn2)o1)N1CCOCC(O)(CN2CCCC2)C1 (stereo not drawn) | 65%[activator]
Cc1ccc(-n2ncc3c(NC4CCCCCCCCCCC4)ncnc32)c(C)c1 | 10%
COc1cc(Nc2cc(C)n(-c3cc(OC)cc(OC)c3)c(=O)c2)cc(OC)c1 | u

(listing goes on)
SMILES | ALOX12 inh
COCCc1noc([C@@H]2CC(F)(F)CN2C(=O)Cc2ccncc2)n1 | 1%
O=C(CC1CCOC2(CCN(S(=O)(=O)c3ccc(F)cc3)CC2)C1)N1CCCC1 (stereo not drawn) | 64%[activator]
O=C(NCCc1ccc(Cl)cc1)C12CC3CC(CC(Cl)(C3)C1)C2 | -21%
COc1ccc2c(-c3ccccc3)cc(SCC(=O)NCC(F)(F)F)nc2c1 | -11%
Cc1ccc(C(C)NS(=O)(=O)Cc2ccc(F)cc2)o1 (stereo not drawn) | 7%
CCc1nc2c(c(-c3ccc(Cl)cc3)n1)CCN(Cc1ccc(C(F)(F)F)cc1)CC2 | u
CC1(C(=O)NCc2ccc(F)cc2)CCCc2cnc(Nc3cccnc3)nc21 (stereo not drawn) | 24%[176 µM]
Cc1cccc(OCC(=O)N2CCC3(CC2)NC(=O)N(Cc2ccc(F)cc2)C3=O)c1 | -11%
CC(OC(=O)c1cc(C2CC2)nn1-c1ccccc1)C(=O)Nc1ccc(C#N)cc1 (stereo not drawn) | u
COCC(=O)NNC(=S)NCc1ccc(C)cc1 | -2%
COc1ccc(-c2cc(C(=O)NCC[S+](C)(=O)[O-])c3c(c2)N(C)CCO3)cn1 | 5%[176 µM]
COCC(=O)NC[C@H]1O[C@@H](CC(=O)NCCN(C)C)[C@H](O)[C@@H]1O | 4%[176 µM]
O=C(NCCc1cccs1)C1CCN(c2ccc(C(F)(F)F)cn2)CC1 | 10%
